TIM10 inh = growth inhibitors of TIM10 yeast strain; S. cerevisiae TIM10 strain growth, BacTiter-Glo luminescence, 24 h; inhibition, % at 10 µM; 330,000 compounds, 1.4% hits;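 active = inhibition of 40% or more at the single tested concentration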;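 note: wild-type TIM10 isogenic control strain grown at permissive 25 °C; 0% = DMSO yeast wells and 100% = minimal medium wells without yeast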
697 NFkB inh = lowers PMA/ionomycin-induced NF-kB signal in 697 B cells; 330,000 compounds, 0.33% hits; 697 B-cell NF-kB luciferase reporter, 16 h; inhibition, % at 4 µM; in the data active = inhibition above about 35%
Mdm2-MdmX inh = inhibitors of human Mdm2/MdmX interaction; O15151+Q00987; SaOS-2 split-luciferase Mdm2/MdmX complementation, luminescence; inhibition, % at 8 µM; 330,000 compounds, 3% hits; AID 485346;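 active = inhibition of at least 50% at 8 µM in the primary screen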
Target sequence (O15151 whole entry, looked up): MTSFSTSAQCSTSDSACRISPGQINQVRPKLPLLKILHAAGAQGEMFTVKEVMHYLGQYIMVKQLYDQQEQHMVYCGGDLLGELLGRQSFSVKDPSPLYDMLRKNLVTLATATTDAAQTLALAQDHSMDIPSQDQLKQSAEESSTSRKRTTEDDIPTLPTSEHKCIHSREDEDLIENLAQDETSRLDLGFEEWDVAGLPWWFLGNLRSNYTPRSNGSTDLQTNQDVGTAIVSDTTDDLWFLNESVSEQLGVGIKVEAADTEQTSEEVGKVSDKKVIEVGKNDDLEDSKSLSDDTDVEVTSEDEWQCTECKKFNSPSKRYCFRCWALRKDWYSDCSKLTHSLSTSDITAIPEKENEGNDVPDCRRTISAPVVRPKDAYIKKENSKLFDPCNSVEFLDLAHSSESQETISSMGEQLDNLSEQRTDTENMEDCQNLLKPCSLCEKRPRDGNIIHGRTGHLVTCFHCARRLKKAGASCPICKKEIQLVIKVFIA
Target sequence (Q00987 whole entry, looked up): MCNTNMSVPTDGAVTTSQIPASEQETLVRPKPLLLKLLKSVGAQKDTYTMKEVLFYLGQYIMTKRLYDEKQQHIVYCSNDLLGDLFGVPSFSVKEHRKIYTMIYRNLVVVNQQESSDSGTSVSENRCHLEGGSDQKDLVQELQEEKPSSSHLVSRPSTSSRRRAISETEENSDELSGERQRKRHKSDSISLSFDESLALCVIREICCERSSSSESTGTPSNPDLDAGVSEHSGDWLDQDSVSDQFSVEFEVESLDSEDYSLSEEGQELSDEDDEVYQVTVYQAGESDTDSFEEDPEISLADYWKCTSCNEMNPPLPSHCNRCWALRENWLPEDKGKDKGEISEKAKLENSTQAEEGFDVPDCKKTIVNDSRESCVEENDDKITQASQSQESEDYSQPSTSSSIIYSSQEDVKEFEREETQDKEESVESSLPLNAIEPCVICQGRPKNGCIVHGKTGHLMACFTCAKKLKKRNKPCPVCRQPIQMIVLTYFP
tim10-1 inh = inhibits growth of tim10-1 mutant yeast | S. cerevisiae tim10-1 ts strain growth, BacTiter-Glo, 24 h | inhibition, % at 20 µM | 330,000 compounds, 2.2% hits | AID 463190;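 active = inhibition of at least 40%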;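 note: mutant grown at 25 °C; 0% = DMSO wells with yeast and 100% = wells holding no yeast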
Jurkat NFkB inh = inhibitors of the PMA/ionomycin-induced NF-kB reporter in Jurkat cells | PMA/ionomycin-induced NF-kB luciferase reporter, luminescence | inhibition, % at 4 µM | AID 435003 | 330,000 compounds, 0.53% hits; in the data active = inhibition above about 50%
CHOP UPR activ = activators of apoptotic arm of unfolded protein response (CHOP) | CHO-CHOP luciferase reporter, UPR activation, luminescence; percent of tunicamycin response over DMSO baseline | activation, % at 10 µM | AID 449763 | 330,000 compounds, 0.34% hits;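 active = at 10 µM dose, activation of 40% or more, normalized to positive control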;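 note: 100% = tunicamycin at 10 µg/mL and 0% = DMSO alone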
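System: CHO-CHOP luciferase reporter cell line | Buffer or medium: F12 medium containing 10% fetal bovine serum | Doses: One dose, 10 µM in 0.5% DMSO | Times: 6 h compound exposure at 37 °C after overnight seeding | Signal: Luciferase luminescence | Read-out: % activation vs tunicamycin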
XBP1 UPR activ = activators of adaptive arm of unfolded protein response (XBP1); CHO-XBP1 luciferase reporter, IRE1-XBP1 UPR activation, luminescence; percent of tunicamycin response, DMSO as zero; activation, % at 20 µM; 330,000 compounds, 0.33% hits;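 active = versus positive control, 20 µM dose yields 30% or more activation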;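 note: 100% = tunicamycin at 10 µg/mL and 0% = DMSO only wells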
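Test system: CHO-XBP1 luciferase reporter cells | Buffer or medium: Serum-containing F12 medium, 10% FBS | Schedule: 6 h compound exposure at 37 °C, 5% CO2 | Detection: Steady-Glo luciferase glow luminescence, 10 min after reagent addition | Read-out basis: Activation, % of tunicamycin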
tim23-1 inh = tim23-1 yeast growth inhibition | 330,000 compounds, 1.3% hits | inhibition, % at 20 µM | S. cerevisiae tim23-1 growth, BacTiter-Glo luminescence, 24 h | AID 463212;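 active = growth inhibition of the mutant yeast at or above 50%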;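 note: temperature-sensitive mutant grown at 25 °C; plate controls were DMSO-treated mutant yeast for no effect and medium wells lacking yeast for full effect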
The depositor's hits bear a star; & = joins results of further samples. An unsorted share of the library. Share with any hit: about 6.6%.

SMILES | TIM10 inh | 697 NFkB inh | Mdm2-MdmX inh | tim10-1 inh | Jurkat NFkB inh | CHOP UPR activ | XBP1 UPR activ | tim23-1 inh
CC1CN(CCOc2ccc(Cl)cc2Cl)CC(C)O1 (stereo not drawn) | 0 | 5 | -9 | -13 | 4 | 1.1 | 1 | 4
CCCN(c1nc(C)cc(OC)n1)S(=O)(=O)c1ccccc1 | 34 | 16 | 25 | 44* | 2 | -1.9 | -1 | 51*
Cc1cc(C)c2sc(NNC(=O)c3ccc(S(=O)(=O)N4CCc5ccccc5C4)cc3)nc2c1 | 18 | -47 | 83* | 25 | 29 | -1.1 | 2 | 28
O=C(O)c1ccc(S(=O)(=O)c2ccc3c(c2)C(=O)N(Cc2ccco2)C3=O)cc1 | -3 | 0 | -20 | 2 | 8 | -0.6 | -2 | 11
CCOC(=O)C1C(c2cccc(F)c2)NC(=S)NC1(O)C(F)(F)F (stereo not drawn) | -5 | -29 | -4 | 11 | 0 | 1.0 | -2 | 2
COc1ccc(S(=O)(=O)N2CN3CCN(C3)C2)cc1OC | -23 | 15 | 20 | 3 | -1 | 4.3 | 5 | 6
CSc1n[nH]c(=O)n1C1CCCCC1 | 4 | -5 | 20 | 9 | -10 | -2.3 | 1 | -3
O=C(Nc1ccccc1)N(c1ccccc1)C1C=CS(=O)(=O)C1 (stereo not drawn) | -23 | -6 | -16 | -14 | -23 | -1.7 | -1 | -16
Cc1nc2nc[nH]n2c(=O)c1NC(=O)CC12CC3CC(CC(C3)C1)C2 | -3&-11 | 15&19 | 14&23 | 1&-2 | 3&-4 | -1.5&-1.1 | -3&-3 | 6&-20
COC(=O)CN(C(=S)Nc1ccccc1)C1CC(=O)N(c2ccc(OC)cc2)C1=O (stereo not drawn) | 3 | -10 | -4 | 16 | 5 | -0.5 | 0 | 6
COC(=O)c1cc2c(ccn2-c2ccc(F)cc2)n1Cc1ccc(OC)cc1 | -10 | -17 | 18 | -9 | 2 | 2.2 | 1 | 0
COc1cccc(NC(=O)Cn2c(CCC(=O)O)ccc2-c2ccc(C)cc2)c1 | 9 | 18 | 3 | 1 | 0 | 1.4 | 3 | 25
O=C(Nc1nc(-c2ccncc2)cs1)c1ccco1 | -19 | -26 | 11 | 10 | -20 | 5.6 | 0 | -23
CCOc1cc(N2CCOCC2)c(OCC)cc1NC(=O)CSc1nnc(N)s1 | -9 | -10 | 28 | -5 | -2 | 0.4 | -3 | -8
Cc1ccc(C(=O)Nc2cccc([N+](=O)[O-])c2)cc1S(=O)(=O)Nc1cccc(C(=O)O)c1 | 3 | 11 | 3 | -6 | -15 | 0.1 | -1 | 17

Some of these compounds in order of molecular weight, high to low:
SMILES | TIM10 inh | 697 NFkB inh | Mdm2-MdmX inh | tim10-1 inh | Jurkat NFkB inh | CHOP UPR activ | XBP1 UPR activ | tim23-1 inh
Cc1cc(C)c2sc(NNC(=O)c3ccc(S(=O)(=O)N4CCc5ccccc5C4)cc3)nc2c1 | 18 | -47 | 83* | 25 | 29 | -1.1 | 2 | 28
Cc1ccc(C(=O)Nc2cccc([N+](=O)[O-])c2)cc1S(=O)(=O)Nc1cccc(C(=O)O)c1 | 3 | 11 | 3 | -6 | -15 | 0.1 | -1 | 17
CCOc1cc(N2CCOCC2)c(OCC)cc1NC(=O)CSc1nnc(N)s1 | -9 | -10 | 28 | -5 | -2 | 0.4 | -3 | -8
COC(=O)CN(C(=S)Nc1ccccc1)C1CC(=O)N(c2ccc(OC)cc2)C1=O (stereo not drawn) | 3 | -10 | -4 | 16 | 5 | -0.5 | 0 | 6
O=C(O)c1ccc(S(=O)(=O)c2ccc3c(c2)C(=O)N(Cc2ccco2)C3=O)cc1 | -3 | 0 | -20 | 2 | 8 | -0.6 | -2 | 11
COC(=O)c1cc2c(ccn2-c2ccc(F)cc2)n1Cc1ccc(OC)cc1 | -10 | -17 | 18 | -9 | 2 | 2.2 | 1 | 0
CCOC(=O)C1C(c2cccc(F)c2)NC(=S)NC1(O)C(F)(F)F (stereo not drawn) | -5 | -29 | -4 | 11 | 0 | 1.0 | -2 | 2
Cc1nc2nc[nH]n2c(=O)c1NC(=O)CC12CC3CC(CC(C3)C1)C2 | -3&-11 | 15&19 | 14&23 | 1&-2 | 3&-4 | -1.5&-1.1 | -3&-3 | 6&-20
O=C(Nc1ccccc1)N(c1ccccc1)C1C=CS(=O)(=O)C1 (stereo not drawn) | -23 | -6 | -16 | -14 | -23 | -1.7 | -1 | -16
CCCN(c1nc(C)cc(OC)n1)S(=O)(=O)c1ccccc1 | 34 | 16 | 25 | 44* | 2 | -1.9 | -1 | 51*
COc1ccc(S(=O)(=O)N2CN3CCN(C3)C2)cc1OC | -23 | 15 | 20 | 3 | -1 | 4.3 | 5 | 6
CC1CN(CCOc2ccc(Cl)cc2Cl)CC(C)O1 (stereo not drawn) | 0 | 5 | -9 | -13 | 4 | 1.1 | 1 | 4
O=C(Nc1nc(-c2ccncc2)cs1)c1ccco1 | -19 | -26 | 11 | 10 | -20 | 5.6 | 0 | -23
CSc1n[nH]c(=O)n1C1CCCCC1 | 4 | -5 | 20 | 9 | -10 | -2.3 | 1 | -3

Later entries
SMILES | TIM10 inh | 697 NFkB inh | Mdm2-MdmX inh | tim10-1 inh | Jurkat NFkB inh | CHOP UPR activ | XBP1 UPR activ | tim23-1 inh
COc1ccc(C)cc1NC(=O)C(C)N(c1ccc(C)cc1)S(C)(=O)=O (stereo not drawn) | 20 | -7 | 20 | 24 | 2 | -2.2 | -3 | 19
COc1ccc(CNc2ccc3c(c2)ncn3-c2ccccc2OC)cc1 | 64* | 9 | 16 | 53* | 1 | -1.6 | -8 | 61*
CSc1nc2c(cnn2-c2ccc(C)c(C)c2)c(=O)[nH]1 | -10 | -5 | 53* | 1 | -3 | -0.1 | 5 | 21
COc1ccc(C(CNC(=O)c2cc(SC)ccc2Cl)N(C)C)cc1 (stereo not drawn) | -9 | 4 | 16 | -2 | 17 | 1.1 | -2 | 0
O=C(Nc1ccc2c(c1)C(=O)NC2=O)c1ccc(S(=O)(=O)N2CCCC2)cc1 | 0 | -10 | -2 | 18 | -3 | 0.3 | 2 | 2
COc1ccccc1CNC(=O)c1cnccn1 | 1 | 23 | -5 | 14 | -3 | 1.2 | -1 | 4
Cc1ccc(C(=O)OC(C)CN2CCOCC2)cc1 (stereo not drawn) | -15 | -5 | -3 | 23 | -6 | 0.8 | 3 | 19
COc1ccc(-c2cc(C(F)(F)F)nc(N3CCOCC3)n2)cc1 | -17 | 7 | -3 | -9 | 2 | -0.4 | 1 | -20
Cn1nnnc1SCC(=O)N1CCOCC1 | -14 | -37 | -35 | -1 | -12 | -1.1 | -1 | 17
Cc1ccc(C(=O)NNC(=O)C2CCN(c3nccc(C)n3)CC2)cc1 | -2 | -4 | 10 | -8 | 0 | -1.8 | -2 | 18
Cc1cccc(C)c1NC(=O)CNC(=O)c1cncc(Br)c1 | -8 | -7 | -30 | 15 | -8 | -0.4 | -1 | 7
COc1ccc(C(=O)COC(=O)c2cnc(C)cn2)cc1OC | -4 | 22 | 10 | 8 | 12 | 0.5 | -2 | 13
Cc1ccc(-n2c(C)cc(C(=O)CN3CCOCC3)c2C)cc1 | -9 | -17 | 6 | 12 | -19 | 1.4 | 2 | 14
CC(=O)Nc1ccc(SCC(=O)OCC(=O)NC(=O)NCCC(C)C)cc1 | 5 | 17 | 18 | -8 | -10 | -1.1 | 1 | 3
